M5 PAM = human M5 muscarinic receptor positive allosteric modulators, primary screen, CHO-K1 cells, Fluo-8 calcium fluorescence. Muscarinic acetylcholine receptor M5 (Homo sapiens), P08912. CHO-K1 hM5, ACh EC20 PAM; 0% = ACh EC20, 100% = ACh EC100. actives 0.3% (n = 360,000). AID 624038, 2012. activation, % at 3 µM;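 active = activation above the run cutoff, the mean activation of all test compounds plus 3 SD, cut at about 18% in these data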
Target sequence (P08912 whole entry, looked up): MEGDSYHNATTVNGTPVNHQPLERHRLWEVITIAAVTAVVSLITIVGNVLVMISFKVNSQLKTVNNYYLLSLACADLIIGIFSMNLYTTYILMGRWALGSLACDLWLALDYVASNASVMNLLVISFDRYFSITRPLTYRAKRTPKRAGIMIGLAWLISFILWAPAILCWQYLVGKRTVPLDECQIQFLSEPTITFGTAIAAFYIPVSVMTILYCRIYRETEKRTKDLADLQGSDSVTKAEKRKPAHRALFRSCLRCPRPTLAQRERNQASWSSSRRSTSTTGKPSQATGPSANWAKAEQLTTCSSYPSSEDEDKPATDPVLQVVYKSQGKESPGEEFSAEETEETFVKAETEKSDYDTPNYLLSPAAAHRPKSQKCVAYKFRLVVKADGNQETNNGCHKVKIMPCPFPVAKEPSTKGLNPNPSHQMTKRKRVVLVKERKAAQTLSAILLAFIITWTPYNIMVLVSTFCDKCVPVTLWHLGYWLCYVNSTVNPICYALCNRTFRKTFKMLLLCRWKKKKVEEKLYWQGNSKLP
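Test system: CHO-K1 hM5 cells / Doses: single-point, 3 µM nominal / Times: Post-acetylcholine fluorescence recording 140 s / Technique: Fluo-8 calcium fluorescence / Measure: Max/basal fluorescence ratio as % of EC20–EC100 ACh window / Benchmarks: low control EC20 acetylcholine (0%), high control EC100 acetylcholine (100%) / Replicates: one well per compound, no replicates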
TAAR1 ag = human TAAR1 agonists, primary screen, Fluo-8 calcium fluorescence, CHO RD-HGA16 cells. AID 624467, 2012. Trace amine-associated receptor 1 (Homo sapiens), Q96RJ0. actives 0.99% (n = 360,000). vehicle wells 0%, saturating PEA agonist 100%. activation, % at 3 µM;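 active = activation above the mean activation of all test compounds in the run plus 3 SD, cut at about 38% in these data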
Target sequence (Q96RJ0 whole entry, looked up): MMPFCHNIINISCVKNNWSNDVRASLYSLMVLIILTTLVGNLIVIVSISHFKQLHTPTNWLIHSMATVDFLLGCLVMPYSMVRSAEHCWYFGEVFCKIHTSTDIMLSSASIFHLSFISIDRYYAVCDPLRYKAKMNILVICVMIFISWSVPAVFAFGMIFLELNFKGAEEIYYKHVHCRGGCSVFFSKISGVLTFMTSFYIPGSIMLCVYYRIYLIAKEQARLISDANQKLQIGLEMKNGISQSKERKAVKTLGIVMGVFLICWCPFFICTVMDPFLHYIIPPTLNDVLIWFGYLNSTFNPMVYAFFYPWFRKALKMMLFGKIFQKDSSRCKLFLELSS
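Assay system: CHO-derived RD-HGA16 cells with stable Gα16 and human TAAR1; timing: 17-24 h seeding, 75 min 37 °C dye, 30 min RT; read-out: % activation from peak over basal fluorescence ratio, DMSO-to-PEA scaled; measured by: kinetic Fluo-8 calcium fluorescence; benchmarks: low control DMSO, high control PEA (EC100); doses: 3 µM single concentration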
CHO-K1 Ca PAM = nonselective calcium activators in parental CHO-K1 cells, primary screen, counter-screen for M1 PAM project, cell-based, Fluo-8 calcium fluorescence, full deck, 1536-well; ATP EC20; 0% at ATP EC20, 100% at ATP max; activation, % at 3 µM; actives 0.02% (n = 360,000);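 active = activation above the run cutoff, the mean activation of all test compounds plus 3 SD, cut at about 40% in these data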;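 note: peak over basal fluorescence ratio in a 140 s read after ATP addition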
M5 antag = human M5 muscarinic receptor antagonists, primary screen, CHO cells, Fluo-8 calcium fluorescence; Muscarinic acetylcholine receptor M5 (Homo sapiens), P08912; CHO-hM5 cells, ACh EC80; inhibition, % at 3 µM; actives 0.59% (n = 360,000); AID 624040, 2012;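 active = inhibition above a per-plate cutoff, the mean of that plate's test compounds plus 3 SD, cut at about 27% in these data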;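 note: 0% = acetylcholine EC80 with DMSO and 100% = DMSO without agonist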
M4 PAM = human M4 muscarinic receptor positive allosteric modulators, primary screen, CHO-K1 cells, Fluo-8 calcium fluorescence. activation, % at 3 µM. CHO-K1 hM4/Gqi5, ACh EC20; 0% = ACh EC20, 100% = maximal ACh. Muscarinic acetylcholine receptor M4 (Homo sapiens), P08173. actives 0.4% (n = 360,000). AID 624126, 2012;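 active = activation above its plate's cutoff, the mean activation of sample wells plus 3 SD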; note: some results filed as inactive read as strong as hits
TAAR1 antagonist = human TAAR1 antagonists, primary screen, Fluo-8 calcium fluorescence, CHO RD-HGA16 cells; Trace amine-associated receptor 1 (Homo sapiens), Q96RJ0; AID 624466, 2012; inhibition, % at 3 µM; actives 1.5% (n = 360,000); antagonist;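 active = inhibition above a per-plate cutoff, the mean inhibition of test compounds on that plate plus 3 SD, cut at about 49% in these data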;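 note: 0% = DMSO plus EC80 beta-PEA response and 100% = DMSO alone without agonist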
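Test system: hTAAR1-expressing CHO RD-HGA16 cells, Gα16-coupled; Probe or stimulus: EC80 β-phenethylamine stimulus; Compound dosing: single nominal final test compound concentration of 3 µM; Timing: 140 s kinetic read after compound, 140 s after agonist; Signal: Fluo-8 calcium-sensitive fluorescence; Measure: % inhibition of agonist calcium response; Controls: DMSO and EC80 PEA controls.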
CRFBP-R2 block = antagonists of CRF-BP/CRF-R2 complex, primary screen, cell-based, HEK293, calcium dye fluorescence, uHTS; CRF-induced calcium fluorescence; inhibition, % at 11.8 µM; actives 0.59% (n = 350,000);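 active = inhibition of the ligand-induced calcium signal above about 50% at the single tested concentration, limit read from the data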
M5 ag = human M5 muscarinic receptor agonists, primary screen, CHO-K1 cells, Fluo-8 calcium fluorescence; Muscarinic acetylcholine receptor M5 (Homo sapiens), P08912; AID 624037, 2012; activation, % at 3 µM; actives 0.19% (n = 360,000); CHO-K1 hM5 cells; 0% DMSO wells, 100% maximal acetylcholine response;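 active = activation above the run's mean over test compounds plus 3 SD, cut at about 23% in these data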;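 note: signal is peak over basal fluorescence ratio across the kinetic read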
CRFBP-R2 agonist = agonists of CRF-BP/CRF-R2 complex, primary screen, cell-based, HEK293, calcium dye fluorescence, uHTS. calcium dye fluorescence (FLIPR); percent of saturating CRF peptide response. AID 588473, 2011. actives 0.46% (n = 350,000). activation, % at 13.2 µM;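 active = activation of at least 50%, plus an integration ratio under a set limit after plate pattern correction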;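 note: plate controls were neutral control wells without compound for no effect and CRF at EC100 for full effect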
* hit, by the source's call; . = no result given. Rows are unselected. Share with any hit: about 4.2%.

SMILES	M5 PAM	TAAR1 ag	CHO-K1 Ca PAM	M5 antag	M4 PAM	TAAR1 antagonist	CRFBP-R2 block	M5 ag	CRFBP-R2 agonist
COc1ccc(NC(=O)c2cc(-c3ccccc3Cl)on2)cc1OC	0	7	-22	6	-5	39	2	-2	-0.3
CC(O)[C@H]1CNC(=O)C(=O)N1CCc1cccc(F)c1 (stereo partly drawn)	-1	14	-9	5	-2	0	0	6	1.5
Cc1cccc(CNc2ccc(C(CC(N)=O)NC(=O)c3cccc(Br)c3)cc2[N+](=O)[O-])c1 (stereo not drawn)	14	1	-3	-9	5	8	13	0	-2.2
O=S(=O)(CCc1ccccc1)N1CCOCC1	-3	2	-3	0	-2	2	3	2	1.2
Cc1cc(C)cc(NC(=O)CN2CCc3cc4c(cc3C2C)OCCCO4)c1 (stereo not drawn)	1	3	-21	-23	-8	-39	26	0	-2.5
COc1ccc(NS(=O)(=O)c2ccc(OC)c(NC(=O)CCC3CCCC3)c2)cc1	1	-2	-9	4	6	-15	11	1	-0.7
COc1ccc(CN2C(CC(=O)Nc3cccnc3)c3ccc(C(F)(F)F)cc3S2(=O)=O)cc1 (stereo not drawn)	1	3	11	7	-3	-1	-6	0	0.8
CCCCCCN(CCCCCC)C(=O)Cc1c(-c2ccc(F)cc2)[nH]c2ccccc12	3	0	1	-6	2	-24	2	1	0.5
Cn1c(N)c(C(=O)COC(=O)CCCc2c[nH]c3ccccc23)c(=O)n(C)c1=O	-4	24	19	2	-4	29	-17	4	-0.1
O=C(C1CCCN(S(=O)(=O)c2ccc(F)cc2)C1)N1CCCCC1 (stereo not drawn)	6	1	17	-7	1	-6	-13	-2	1.6
O=c1[nH]c2sc3c(c2c(=O)n1Cc1ccccc1)CCC3	3	-1	-2	2	2	11	12	-2	0.1
COC(C/C=C/C(=O)[C@@H](C)OCc1ccccc1)OC	3	7	10	4	9	-4	2	1	-0.9
COc1cc(CN2CCCC(CO)(Cc3ccccc3C)C2)cc2c1OCO2 (stereo not drawn)	-1	9	-10	4	0	10	1	4	-0.4
COc1ccc(CNC(=O)COC(=O)C2=Cc3ccccc3OC2)cc1	0	43*	18	1	10	-1	17	2	-0.2
COc1cc(/C=C2\SC(=O)N(CCNC(=O)c3sc4cc(F)ccc4c3Cl)C2=O)cc(OC)c1OC	10	3	-7	2	9	-16	1	4	3.4
Cc1ccc(C)c(/C(O)=C2\C(=O)C(=O)N(CCCN3CCOCC3)C2c2cccnc2)c1 (stereo not drawn)	-4	2	15	1	1	-8	12	-2	-2.3
CCN(CC)CCCNC(=O)c1cc2c(=O)[nH]c3ccc(C)cc3c2s1	1	2	13	6	1	-12	-4	-1	0.2
O=C(COC(=O)/C=C/c1ccc(Cl)cc1)NC1CCCC1	8	17	6	1	3	-12	5	0	-1.1
CSCCC(NC(=O)C1CCCC1)c1nnc2ccccn12 (stereo not drawn)	3	1	14	5	3	-7	-2	-3	-0.2
CC(C)(C)NC(=O)NC(=O)Cn1ccsc1=N	-3	4	13	-4	5	-2	10	-4	0.8
O=C(Nc1ccc([N+](=O)[O-])cc1)c1nc[nH]c1C(=O)NC1CCCCC1	0	9	18	9	-5	-10	2	2	2.3
Cc1ccsc1/C=N/N=C1\C(=O)Nc2ccccc21	-3	-2	-11	0	-7	-1	-19	0	-0.1
CC1=C(C(=O)OCc2ccccc2)C(c2ccoc2)C(C#N)=C(N)O1 (stereo not drawn)	5	-1	0	-2	6	5	13	0	1.0
COc1ccc(N2C(=O)CC(Sc3nc(C)cc(C)c3C#N)C2=O)cc1 (stereo not drawn)	0	-1	-15	-4	10	21	15	6	0.6
Cc1cc2oc(=O)sc2cc1NS(=O)(=O)c1cccc2cccnc12	-5	0	16	2	-1	2	15	-4	1.2
SMILES	M5 PAM	TAAR1 ag	CHO-K1 Ca PAM	M5 antag	M4 PAM	TAAR1 antagonist	CRFBP-R2 block	M5 ag	CRFBP-R2 agonist
COc1ccc(OC)c(Nc2c3c(nc4ccccc24)CCC3)c1	1	-1	7	7	-7	-8	7	-5	-4.2
CC(C)c1ccc(Nc2ncc3c(n2)CCN(C(=O)NC2CCCCC2)C3)cc1	0	1	-8	-5	-8	-17	.	3	.
CC(=O)NC1(C(F)(F)F)NC(=O)N(c2ccc(F)cc2)C1=O (stereo not drawn)	3	1	-8	3	-1	-10	3	2	0.0
Cc1c(C(=O)NCc2ccc(C(C)C)cc2)sc(=O)n1Cc1cccc(F)c1	4	48*	2	0	4	53*	.	7	.
O=S(=O)(NC1=NCCC1)c1cccc(NC(=S)NCCc2ccccc2)c1	8	62*	16	-6	1	-5	8	-1	-1.2
Cc1ccc(SCc2nc3ccccc3n2CC(=O)Nc2c(C)cccc2C)cc1	-6	1	17	6	1	2	8	0	1.3
CC1(C)Cc2c(cnn2-c2ccccc2)C(NC(=O)c2ccc[n+]([O-])c2)C1 (stereo not drawn)	-8	7	1	4	0	-38	-6	-3	3.9
O=C(NCc1ccc(F)cc1)c1cc(S(=O)(=O)N2CCCCC2)ccc1Cl	-5	-1	-15	5	4	-10	4	-1	-1.1
Cc1ccccc1C=O	1	0	6	0	1	26	18	0	-1.1
CCOC(=O)N1CCN(c2c(N3CCN(c4ccccc4OC)CC3)c(=O)c2=O)CC1	-8	-1	19	1	-4	-9	11	2	-1.3
Cc1ccc2c(c1)N(CC(=O)NCCCN1CCOCC1)C(=O)c1cccnc1O2	-6	1	4	3	7	-29	15	0	0.5
CCCNC(=O)N1CCC(n2nccc2NC(=O)CCOc2ccccc2)CC1	15	1	-8	-5	14	-2	-8	0	1.7
CCCOc1ccccc1N/C(=N/c1nc(C)cc(C)n1)NC(=O)Nc1ccc(Cl)cc1	-3	-2	0	3	1	-4	-22	1	2.4
CCCCCCCNC(=O)C1(CC2CC(c3ccc(Cl)cc3)=NO2)CCN(C(=O)C2CCCC2)CC1 (stereo not drawn)	5	2	15	-1	10	-11	-3	0	2.7
Cc1cc2ncn(C(=O)N3CCOCC3)c2cc1C	10	15	7	-5	-3	19	-15	-5	0.5
Cc1cc(OCC(=O)c2ccc(C(F)(F)F)cc2)n2cnnc2n1	-3	0	3	4	-8	-24	-18	4	0.9
Cc1ccc(C(=O)OCN2C(=O)c3ccccc3C2=O)c(O)c1	1	0	6	2	-2	1	-34	-2	45
c1cc(-c2ccoc2)n2ccnc2c1	0	1	19	1	3	-12	.	1	.
CC(=O)Oc1ccccc1Cn1c(C)c(C(=O)NCc2ccc(Cl)c(Cl)c2)sc1=O	-4	7	22	3	0	19	.	7	.
O=C1CCC(=O)N1N1C(=O)C2C3c4ccccc4C(c4ccccc43)C2C1=O (stereo not drawn)	22*	7	-14	-4	9	-7	3	1	0.5
COCCN(C(=O)c1csnn1)C(C(=O)NC(C)(C)C)c1cccc(OC)c1 (stereo not drawn)	4	14	15	-6	-7	-4	0	0	-1.1
CC(C)=CC(=O)O[C@@H]1Cc2c(ccc3ccc(=O)oc23)OC1(C)C	25*	1	17	-1	15	4	3	-7	-0.5
Cc1ccc(OCC(=O)N2CCc3ccccc3C2)cc1C	1	19	17	-4	10	-25	4	0	-2.8
COCCN1C(=O)c2ccc(C(=O)Nc3cccnc3)cc2C1=O	0	1	2	8	-6	-20	-5	0	0.5
OCC1OC(n2cnc3c(N4CCCC4)ncnc32)C(O)C1O (stereo not drawn)	-2	1	-2	3	3	3	-8	1	-2.7
SMILES	M5 PAM	TAAR1 ag	CHO-K1 Ca PAM	M5 antag	M4 PAM	TAAR1 antagonist	CRFBP-R2 block	M5 ag	CRFBP-R2 agonist
O=S(=O)(NCC1CN(S(=O)(=O)c2ccc3c(c2)OCCO3)C1)c1c(F)cccc1F	3	3	13	5	5	1	2	1	1.0
NNC(=O)CNC(=O)CNS(=O)(=O)c1ccccc1	1	9	18	0	2	1	-2	-5	-0.7
O=C(C(O)c1ccccc1)N1CCN(S(=O)(=O)c2ccc(OC(F)(F)F)cc2)CC1 (stereo not drawn)	2	2	.	-4	2	-26	.	0	.
C=CCSc1ncccc1C(=O)NCc1ccc(C)cc1	-3	2	18	-1	3	22	13	-4	0.1
COc1ccc(-c2nc3ccccc3s2)cc1	-4	-2	3	-5	-6	-13	5	0	-1.3
CCc1nnc(NC(=O)CN2CCN(c3cccc(OC)c3)CC2)s1	-2	7	12	10	-4	-3	-53	-2	0.8
O=C1C(Cl)=C(NCCCN2CCOCC2)C(=O)c2ccccc21	-15	2	-1	10	0	-4	12	-1	-6.9
COC(=O)C1=C(C)N(C(C)c2ccccc2)C(=O)/C1=C\c1ccco1 (stereo not drawn)	-2	3	-9	-2	-1	-9	8	-5	0.4
O=S(=O)(/N=C(/Nc1cccc2ccccc12)c1ccccc1)c1ccc(F)cc1	10	-1	16	-5	7	-10	-13	-5	-1.3
CC1CCN(C(=O)c2ccccc2NC(=O)c2cccs2)CC1	1	-1	7	2	-1	-12	-12	-2	-1.1
O=Cc1ccccc1OCCN1CCCC1=O	-2	5	4	5	2	-6	3	-6	1.5
O=c1cc(NCCO)c2ccccc2o1	-2	6	9	-3	-5	13	2	-2	-0.1
CCCCC(=O)Nc1ccc(NC(=O)c2cnccn2)cn1	1	6	-2	6	8	-6	-5	1	0.3
Cc1ccc(NC(=O)CN(C)CC(=O)Nc2cccc(F)c2)cc1[N+](=O)[O-]	-26	6	-6	36*	-14	10	-10	8	2.5

Laid out differently: results already given
Under each structure: M5 PAM | TAAR1 ag | CHO-K1 Ca PAM | M5 antag | M4 PAM | TAAR1 antagonist | CRFBP-R2 block | M5 ag | CRFBP-R2 agonist
COC(=O)C1=C(C)N(C(C)c2ccccc2)C(=O)/C1=C\c1ccco1 (stereo not drawn)
 : -2 | 3 | -9 | -2 | -1 | -9 | 8 | -5 | 0.4
O=S(=O)(/N=C(/Nc1cccc2ccccc12)c1ccccc1)c1ccc(F)cc1
 : 10 | -1 | 16 | -5 | 7 | -10 | -13 | -5 | -1.3
O=C(C(O)c1ccccc1)N1CCN(S(=O)(=O)c2ccc(OC(F)(F)F)cc2)CC1 (stereo not drawn)
 : 2 | 2 | . | -4 | 2 | -26 | . | 0 | .
NNC(=O)CNC(=O)CNS(=O)(=O)c1ccccc1
 : 1 | 9 | 18 | 0 | 2 | 1 | -2 | -5 | -0.7

Screening results from PubChem BioAssay.
